RT RNaseH block – HIV-1 RT RNase H inhibitors, primary screen, biochemical, fluorescence | Gag-Pol polyprotein (Human immunodeficiency virus type 1 group M subtype B (isolate … | 1.9% of 65,000 active | RT-RNase H RNA/DNA duplex cleavage | inhibition, % at 10 µM | AID 565, 2006; in the data active means inhibition above about 50%
RmlC RmlD mix – RmlC and RmlD coupled enzyme inhibitors, primary screen, biochemical, 384-well, compound mixtures, retest. RmlC/RmlD coupled enzyme inhibition, 384-well mixture HTS. inhibition, % at 5.5 µM. 0.39% of 110,000 active. AID 1532, 2009; in the data active means inhibition above about 30%, passing the limit was not always enough; further: strong numbers were not always called active
* hit, by the source's call; . = no result given.

no.	structure	RT RNaseH block	RmlC RmlD mix
1	Cn1c(=O)c2cn(Cc3ccc(Cl)cc3)cc2n(C)c1=O	-16.0	5.3
2	c1ccc2c(c1)nnn2Cc1nnc2sc(-c3ccc4c(c3)OCCO4)nn12	91.3*	-1.1
3	COCc1cc(=O)[nH]c2cc(NC(=O)C3CC3)c(C)cc12	.	8.8
4	CC(=O)c1c(C)[nH]c(C(=O)COc2cc(C)cc(C)c2)c1C	.	6.1
5	CC(C)(C)Nc1nc(C(N)=O)nc(N2CCOCC2)n1	-28.9	0.1
6	CCOc1ccc(OCC)c(NC(=O)CN2CCN(c3cccc(C)c3)CC2)c1	-5.5	.
7	CCOC(=O)c1cccc([P+](=O)O)c1	-12.7	5.9
8	COc1ccc(C(=O)Nc2ccc(NC(=O)c3cnccn3)cn2)cc1	.	-15.0
9	CCN=C1SC(C(=O)Nc2ccc(Cl)c(Cl)c2)CC(=O)N1CC (centres undefined)	-9.0	.
10	COc1cccc(N(C(=O)Cn2nnc3ccccc32)C(C(=O)NCc2ccco2)c2cccnc2)c1 (centres undefined)	1.9	-15.9
11	CCc1ccc(OCC(=O)Nc2ccc(S(=O)(=O)N3CCCC3)cc2)c(Br)c1	.	15.1
12	Oc1c(C(c2cccc(F)c2)N2CCN(Cc3ccccc3)CC2)sc2ncnn12 (centres undefined)	-1.2	5.0
13	CC(C)(C)NC(=O)CSc1nc2ccc(NC(=O)CSc3nnnn3Cc3ccccc3)cc2s1	.	5.1
14	COC(=O)c1nc2ccc(C)cn2c1F	.	10.6
15	Cc1ccccc1-c1noc(N)c1C#N	-9.0	0.1
16	Cn1c(Cn2nnc3ccccc32)nnc1SCC(=O)c1ccc(F)cc1	-4.6	-9.5
17	CCCCNC(=O)CN1C(=O)NC2(CCCc3ccccc32)C1=O (centres undefined)	.	-7.5
18	CCN(CC1COc2ccccc2O1)C(=S)Nc1ccccc1 (centres undefined)	.	-4.4
19	N#Cc1nc(COc2ccc(Br)cc2)oc1NCCN1CCOCC1	-7.0	-4.5
20	NC(=O)c1c(NC(=O)CN2C(=O)CCC2=O)sc2c1CCCCC2	84.9*	12.3
21	Cc1nn2c(-c3cccc(NC(=O)CN4CCOCC4)c3)nnc2c2ccccc12	-29.0	-11.5
22	Cc1ccc(C2=[N+]([O-])C3(CCCCC3=O)N(O)C2(C)C)cc1 (centres undefined)	.	5.5
23	CCn1c(CNc2ccc(Cl)cc2)nnc1SCC(=O)NCc1ccccc1	1.6	1.1
24	Cc1ccc(NC(=O)NC(=O)CN2C(=O)NC3(CCCCCCC3)C2=O)c(C)c1	11.6	-24.1
25	CSc1nc2nc(C)cc(-c3ccccc3)n2n1	-14.5	6.8
26	N#CCSc1nnc(C2CCCCC2)n1-c1ccccc1	-4.7	-14.5
27	OC1C=CSc2nc3ccccc3n21 (centres undefined)	-12.2	-0.1
28	O=c1[nH]c(=O)n(C2CCCCC2)c(O)c1C=NCCCn1ccnc1	1.3	-10.4
29	O=C(O)CN1C(=O)c2cccc(Oc3ccc(Cl)cc3)c2C1=O	-4.9	-10.2
30	CCN1/C(=C\C(C)=O)Sc2ccc(OC)cc21	.	-9.9

Brought forward from above: 3 entries; new compounds follow.
no.	structure	RT RNaseH block	RmlC RmlD mix
28	O=c1[nH]c(=O)n(C2CCCCC2)c(O)c1C=NCCCn1ccnc1	1.3	-10.4
29	O=C(O)CN1C(=O)c2cccc(Oc3ccc(Cl)cc3)c2C1=O	-4.9	-10.2
30	CCN1/C(=C\C(C)=O)Sc2ccc(OC)cc21	.	-9.9
31	CC1(C(=O)N(CC(=O)NC2CCCC2)C2CCCC2)CC(=O)N=C2C=CC=CN21 (centres undefined)	6.2	18.7
32	S=C(Nc1ccc(Cl)cc1)NC1CC2CCCC(C1)N2C1CC1 (centres undefined)	.	-9.9
33	Cn1c(C(=O)N2CCc3ccccc3C2)cc2c(=O)n3ccccc3nc21	-11.9	102.9*
34	COc1ccc(OC2C(=O)N(CCc3ccc(OC)c(OC)c3)C2c2ccc3c(c2)OCO3)cc1 (centres undefined)	.	8.0
35	COc1cccc2[nH]c3c(N4CCC(C(N)=O)CC4)ncnc3c12	-9.8	4.7
36	CCCc1nnc(SCC(=O)N2CCOCC2)n1CCCOC	-0.8	7.3
37	Cc1ccc(C(c2nnnn2Cc2cccs2)N2CCN(Cc3ccc4c(c3)OCO4)CC2)cc1 (centres undefined)	-1.9	0.9
38	CC(=O)O[C@H]1C(=O)[C@@]2(C)[C@H]([C@H](OC(=O)c3ccccc3)[C@]3(O)C[C@H](OC(=O)[C@H](O)C(NC(=O)c4ccccc4)c4ccccc4)C(C)=C1C3(C)C)[C@]1(OC(C)=O)CO[C@@H]1C[C@@H]2O (some centres undefined)	.	4.6
39	CNc1nnc(-c2ccc(N(C)C)cc2)s1	.	130.9
40	O=C(/C=C/c1cccnc1)c1ccc(NC(=O)c2cccc(Br)c2)cc1	.	3.1
41	COC(=O)CSc1nc2c(c(-c3ccc(C)o3)c1C#N)CCCC2	-47.9	-10.7
42	COC(=O)C1=C(C)N(C(C)C)C(=O)C1(NC(C)=O)C(F)(F)F (centres undefined)	.	6.5
43	COC(=O)C1C(=O)OC(C)(C)C1C(C)C(=O)c1ccccc1 (centres undefined)	.	6.8
44	N#Cc1c(SCC(=O)OCc2ccccc2)nsc1SCC(=O)OCc1ccccc1	.	-8.5
45	COc1cc2c(cc1OC)C(C(=O)N1CCOCC1)C(c1cccs1)N(C)C2=O (centres undefined)	-6.0	3.4
46	Oc1ccc(N2CCN(C(c3ccncc3)c3nnnn3C3CCCC3)CC2)cc1 (centres undefined)	78.9*	3.3
47	COc1ccc(NC(=O)N2Cc3ccccc3CC2C(=O)NC(C)(C)C)cc1 (centres undefined)	.	-8.1
48	CC1CCN(CCCNC(=O)CN2CCN(Cc3ccc(Cl)cc3)C2=O)CC1	-11.1	.
49	COCCN1C(=O)N[C@@H](CCc2ccccc2)[C@H](C(C)=O)[C@H]1C	.	3.9
50	CCS(=O)(=O)c1ccc(-c2csc(-c3ccc(Cl)cc3)n2)c(Cl)c1Cl	.	-37.5
51	Cn1c(SCC(=O)OC2CCCCC2)nnc1-c1ccc(S(=O)(=O)N2CCCC2)cc1	-9.1	1.4
52	Cc1cc(CNC(=O)Nc2ccc3c(c2)OCO3)nn1C	-0.4	5.7
53	CC(C)N(C(=O)c1sc2cc([N+](=O)[O-])ccc2c1Cl)C(C)C	.	-11.4
54	O=C(C1=C[C@@H](c2ccccc2)C[C@@H](OCCCCO)O1)N1CCOCC1	.	-3.5
55	CCCCNC(=O)C1(c2ccc(OC)cc2)CCOCC1	.	3.2
56	O=C(Nc1ccccc1[N+](=O)[O-])C1=C(O)CCn2c1nc1ccccc12	.	8.2
57	CCN(Cc1cc2ccccc2[nH]c1=O)S(=O)(=O)c1ccccc1	-42.6	12.9
58	O=C(Nc1ccccc1)c1cccnc1N1CCOCC1	-7.7	5.3
59	COc1ccccc1NS(=O)(=O)c1cccc(C(=O)OCC(=O)Nc2cc(C)on2)c1	.	-6.8
60	CCOc1cccc(CNC2CN3CCC2CC3)c1 (centres undefined)	.	-12.3

Remaining list, next part:
no.	structure	RT RNaseH block	RmlC RmlD mix
61	CC1(C)C=Cc2cc3ccc(=O)oc3cc2O1	.	6.2
62	C=CCn1c(SCCN2C(=O)c3ccccc3C2=O)nc2scc(-c3ccccc3)c2c1=O	.	7.1
63	CC1CCN(CCOCCOc2ccc(Cl)cc2Br)CC1	.	-9.8
64	CCOC(=O)c1c(NC(=O)C(C)Sc2c[nH]c3ccccc23)sc2c1CCC2 (centres undefined)	.	-9.2
65	COc1ccc(/C=N/NC(=O)C(=O)N2CCN(c3ccccc3OC)CC2)cc1	.	-0.5
66	O=S(=O)(c1ccc2ccccc2c1)N1CCCCC1	-91.8	9.8
67	CCC(c1nnnn1CCc1ccccc1)N(Cc1ccco1)Cc1cc2c(C)ccc(C)c2[nH]c1=O (centres undefined)	-3.7	-5.7
68	O=C(C1=C[C@@H](C2CC2)C[C@@H](OCCCCO)O1)N1CCN(Cc2ccc3c(c2)OCO3)CC1	.	14.6
69	O=C(CSc1nnc(-c2ccc(Cl)cc2)n1Cc1ccco1)Nc1ccc2c(c1)OCCO2	-3.8	-5.2
70	O=C(NC1CCN(C(=O)N2c3ccccc3Sc3ccccc32)CC1)c1ccccc1Cl	.	7.1
71	COc1ccc(-c2nnn(CC(=O)N(Cc3cccs3)C(C)C(=O)NC3CCCC3)n2)cc1OC (centres undefined)	-5.2	-7.6
72	CN(NC(=O)C(C)(C)C)c1nc(-c2ccccc2)nnc1C(F)(F)F	.	6.6
73	CCOC(=O)c1c(NC(C)=O)sc2c(OC)c(Br)ccc12	.	12.7
74	CC(Sc1nc2ccccc2c(=O)[nH]1)C(=O)O (centres undefined)	.	-10.3
75	CC(C)OC(=O)C(C#N)c1nc2ccccc2nc1N1CCCC1 (centres undefined)	0.1	-6.6
76	CCOc1ccc(C2C(C#N)=C(N)Oc3cc(C)n(CCN(C)C)c(=O)c32)cc1OCC (centres undefined)	11.6	4.3
77	CC1CCN(S(=O)(=O)c2cc(Br)cc(C(=O)NC3=NCCS3)c2)CC1	2.0	-11.9
78	CNC(=O)c1ccccc1S(=O)(=O)c1ccccc1C#N	.	-7.7
79	COc1ccccc1OCC(O)CN1CCN(CC(=O)Nc2c(C)cccc2C)CC1 (centres undefined)	.	7.5
80	Cc1cccc(Cn2c(=O)c3c(nc4n3CCCN4Cc3ccccc3)n(C)c2=O)c1	-1.3	8.1
81	CCOC(=O)c1c(C)sc2c1N(C(=O)CCl)c1cc(Cl)ccc1S2	.	2.8
82	O=C(Nc1ccccc1)[C@@H]1CC=C[C@@H]2CCN(C3CCCCC3)C(=O)[C@@H]21	.	5.5
83	CC(=O)NCCc1csc(-c2ccccc2)n1	-9.6	-0.3
84	CCOc1nc(C#N)nc(N2CCCCC2)n1	-4.0	.
85	CCOC(=O)N1CCN(C(=O)c2csc3c2CCCCC3)CC1	-4.9	-8.6
86	Cc1cc(NC(=O)CSc2n[nH]c(-c3cccs3)n2)no1	.	7.9
87	Cc1ccc(NC(=S)NCc2ccccn2)cc1	.	-5.7
88	Cc1ccccc1C(=O)Nc1c(C(=O)N2CCCC2)cnn1-c1ccccc1	-4.6	-6.6
89	COCCNC(=O)Cn1ncc2ccsc2c1=O	-5.5	7.1
90	CCCCc1nnc(NC(=O)CSc2nc(C)cc(=O)[nH]2)s1	.	-15.5

One compound at a time, as listed above. Values in the order: RT RNaseH block | RmlC RmlD mix
`CCN(CC1COc2ccccc2O1)C(=S)Nc1ccccc1` (centres undefined) is listed with . | -4.4
`S=C(Nc1ccc(Cl)cc1)NC1CC2CCCC(C1)N2C1CC1` (centres undefined) is listed with . | -9.9
`CC1CCN(CCOCCOc2ccc(Cl)cc2Br)CC1` is listed with . | -9.8
`CNC(=O)c1ccccc1S(=O)(=O)c1ccccc1C#N` is listed with . | -7.7
`CC(C)N(C(=O)c1sc2cc([N+](=O)[O-])ccc2c1Cl)C(C)C` is listed with . | -11.4

Additional structures follow:
no.	structure	RT RNaseH block	RmlC RmlD mix
91	O=C(NCCCNC1CCCCC1)c1ccc(/C=N/O)nc1	-7.8	-12.5
92	Nc1ccc2ncccc2c1N	3.3	.
93	Cc1nc(CCNC(=O)Cc2ccc(Cl)cc2)cs1	.	2.8
94	CC(C)CCCNc1nc(N2CCOCC2)nc(N2CCOCC2)n1	-15.5	-9.2
95	Cc1nc2ccccc2c(=O)n1C1CCCCCC1	-6.6	-13.4
96	CN1C(=O)C2(C(C#N)=C(N)N(c3cc(Cl)cc(Cl)c3)C3=C2C(=O)CCC3)c2ccccc21 (centres undefined)	.	-7.3
97	O=C(CSc1nc2ccccc2[nH]1)c1ccc(Cl)s1	.	-6.1
98	CC(C)(C)c1ccc(S(=O)(=O)NCCOCC(F)(F)C(F)F)cc1	-18.8	-1.1
99	C=CCN1C(=O)C(O)(CC(=O)c2ccc(Cl)cc2)c2ccccc21 (centres undefined)	.	9.6
100	CC1CC(C)CN(S(=O)(=O)c2ccc(C(=O)NCCCn3ccnc3)cc2)C1 (centres undefined)	5.8	12.3
101	O=C(CSc1nnc(Nc2ccccc2)s1)NCc1ccco1	-4.6	-8.5
102	CN1CCC(N(C)CC(=O)Nc2cccc(Oc3ccccc3)c2)CC1	-6.1	-7.8
103	CC1=CC(C)(C)N(C(=O)CN2C(=O)c3ccccc3C2=O)c2ccccc21	-11.7	-26.6
104	O=C(N/C(=C/c1ccc2c(c1)OCO2)C(=O)N1CCOCC1)c1cccs1	.	23.6
105	CCOC(=O)c1cc2c(ccn2-c2ccc(F)cc2)n1CC(=O)N1CCN(C(=O)c2ccco2)CC1	-6.9	-2.4
106	COc1cc(OC)c2c(-c3ccccc3)cc(=O)oc2c1C(CC(=O)N1CCN(c2ccccc2)CC1)c1ccc2c(c1)OCO2 (centres undefined)	.	11.7
107	CC(/C=C1\SC(=O)N(CC(=O)Nc2cccc(O)c2)C1=O)=C\c1ccccc1	.	-27.2
108	CCCCOc1ccc(S(=O)(=O)Nc2cc(OC)ccc2OC)cc1	-12.3	-11.9
109	N#Cc1ccc(C23CC4(C2)[C@H](CN(P(=O)(c2ccccc2)c2ccccc2)[C@@H]4c2ccccc2)C3c2ccc(Cl)nc2)cc1 (some centres undefined)	.	-6.3
110	CN(CC(=O)NCCN1CCN(Cc2ccccc2)CC1)S(=O)(=O)c1cccc2nsnc12	-26.1	0.8
111	CN(CCO)C(=O)c1cccc2c1-c1ccccc1C2=O	-11.2	-7.3
112	CCCCCn1c(Sc2nc3ccccc3s2)nc2c1c(=O)[nH]c(=O)n2C	-5.0	8.8
113	CCCCc1cc(=O)oc2c(CN(CC)CC)c(O)c(Cl)cc12	.	85.4*
114	COCCn1c(SCC(=O)NC(=O)NC(C)C)nc2ccccc21	.	-7.5
115	Cc1cc(C(=O)COc2ncnc3sccc23)c(C)n1C	-17.0	3.4

High-throughput results as filed in PubChem BioAssay.

Only part of the results is shown; the hit share may differ from the screen's.
